# APJ agonist – APJ receptor agonism | 330,000 compounds, 0.11% hits | activation, % at 20 µM | CHO-K1 APJ PathHunter beta-arrestin, luminescence; 0% DMSO wells, 100% apelin | P35414;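 active = activation more than six SD over the plate average, tested at 20 µM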;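 note: 0% = DMSO alone and 100% = apelin-13 at 10 nM; some results filed as inactive read as strong as hits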
#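 Assay system: CHO-K1 APJ beta-arrestin complementation cell line / Compound: single test compound dose, 20 µM final, 1% DMSO / Times: overnight seeding, 90 min compound at 25 °C, 1 h detection / Technique: beta-gal luminescence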
# EBI2 antag – EBI2 (human) antagonism. P32249. EBI2 beta-arrestin recruitment, luminescence, 7a,25-OHC stimulated. inhibition, % at 5 µM. 360,000 compounds, 0.81% hits; in the data active = inhibition above about 38%;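 note: enzyme fragment complementation signal reports receptor beta-arrestin coupling in cells; 0% = agonist plus DMSO wells and 100% = wells without agonist; some results beyond the cut were filed as inactive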
# APJ antag – antagonists of human APJ apelin receptor | P35414 | CHO-K1 APJ beta-arrestin complementation, luminescence | inhibition, % at 20 µM | 330,000 compounds, 0.32% hits;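 active = inhibition above about 40% at 20 µM, limit read from the data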;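 note: cells challenged with 10 nM apelin-13 agonist together with compound; plate controls were apelin-13 plus DMSO wells for no effect and DMSO wells lacking apelin-13 for full effect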
# CXCR6 block – inhibitors of human CXCR6 receptor; O00574; CHO-K1 PathHunter CXCR6 beta-arrestin, luminescence; inhibition, % at 20 µM; 360,000 compounds, 0.36% hits; AID 602244; in the data active = inhibition above about 34%, passing the limit was not always enough;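 note: antagonist mode with CXCL16 agonist at 10 nM final; 0% = 10 nM CXCL16 with DMSO and 100% = unstimulated wells without agonist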
# CCR6 antag – blocks CCL20-driven beta-arrestin recruitment at human CCR6. inhibition, % at 20 µM. P51684. 340,000 compounds, 0.49% hits. AID 493098. CHO-K1 CCR6 PathHunter beta-arrestin, luminescence, CCL20-stimulated;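 active = compounds whose inhibition of the agonist-driven luminescence signal at 20 µM reaches about 50%, limit read from the data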;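 note: cells stimulated with CCL20 at 14 nM final; plate controls were DMSO with CCL20 for no effect and DMSO without agonist for full effect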
# tim23-1 inh – inhibits growth of tim23-1 mutant yeast | S. cerevisiae tim23-1 growth, BacTiter-Glo luminescence, 24 h | inhibition, % at 20 µM | 330,000 compounds, 1.3% hits | AID 463212;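 active = growth inhibition of the mutant yeast at or above 50%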;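 note: temperature-sensitive mutant grown at 25 °C; plate controls were DMSO-treated mutant yeast for no effect and medium wells lacking yeast for full effect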
# XBP1 UPR activ – adaptive UPR (XBP1) activation; 330,000 compounds, 0.33% hits; activation, % at 20 µM; CHO-XBP1 luciferase reporter, IRE1-XBP1 UPR activation, luminescence; percent of tunicamycin response, DMSO as zero;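 active = versus positive control, 20 µM dose yields 30% or more activation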;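 note: 100% = tunicamycin at 10 µg/mL and 0% = DMSO only wells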
#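 Material: CHO cell line with stable XBP1 luciferase reporter; schedule: 16-18 h cell attachment at 37 °C, then 6 h compound exposure; signal: glow luminescence from Steady-Glo reagent; medium: serum-containing F12 medium, 10% FBS; benchmarks: tunicamycin 10 µg/mL and vehicle-only wells; read-out: percent activation relative to tunicamycin reference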
# UPR CHOP act – activators of apoptotic arm of unfolded protein response (CHOP); 330,000 compounds, 0.34% hits; CHO-CHOP luciferase reporter, UPR activation, luminescence; percent of tunicamycin response over DMSO baseline; AID 449763; activation, % at 10 µM;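 active = at 10 µM dose, activation of 40% or more, normalized to positive control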;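 note: 100% = tunicamycin at 10 µg/mL and 0% = DMSO alone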
#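 Material: CHO-CHOP cells, stable luciferase reporter of PERK-eIF2a-CHOP signalling; quantity: 500 reporter cells seeded per well; buffer or medium: F12 medium containing 10% fetal bovine serum; compound: one dose, 10 µM in 0.5% DMSO; incubation: 6 h compound treatment, 37 °C; measured by: Steady-Glo luciferase luminescence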
# Mdm2 MdmX PPI – human Mdm2/MdmX binding inhibition | SaOS-2 split-luciferase Mdm2/MdmX complementation, luminescence | inhibition, % at 8 µM | O15151+Q00987 | AID 485346 | 330,000 compounds, 3% hits;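 active = inhibition of at least 50% at 8 µM in the primary screen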
# Target sequence (O15151 whole entry, looked up): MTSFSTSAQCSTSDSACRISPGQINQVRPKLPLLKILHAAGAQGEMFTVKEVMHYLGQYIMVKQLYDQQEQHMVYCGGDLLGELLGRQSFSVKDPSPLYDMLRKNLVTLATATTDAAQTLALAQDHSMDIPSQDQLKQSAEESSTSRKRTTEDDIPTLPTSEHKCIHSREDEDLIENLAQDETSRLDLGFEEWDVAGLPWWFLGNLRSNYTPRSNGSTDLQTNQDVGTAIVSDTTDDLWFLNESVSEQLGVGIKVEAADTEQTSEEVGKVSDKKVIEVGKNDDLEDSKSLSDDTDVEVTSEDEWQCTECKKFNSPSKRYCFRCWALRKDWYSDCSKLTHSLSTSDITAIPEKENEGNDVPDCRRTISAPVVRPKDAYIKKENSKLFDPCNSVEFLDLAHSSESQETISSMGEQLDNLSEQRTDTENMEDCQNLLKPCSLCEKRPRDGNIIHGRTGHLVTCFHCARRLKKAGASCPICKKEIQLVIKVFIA
# Target sequence (Q00987 whole entry, looked up): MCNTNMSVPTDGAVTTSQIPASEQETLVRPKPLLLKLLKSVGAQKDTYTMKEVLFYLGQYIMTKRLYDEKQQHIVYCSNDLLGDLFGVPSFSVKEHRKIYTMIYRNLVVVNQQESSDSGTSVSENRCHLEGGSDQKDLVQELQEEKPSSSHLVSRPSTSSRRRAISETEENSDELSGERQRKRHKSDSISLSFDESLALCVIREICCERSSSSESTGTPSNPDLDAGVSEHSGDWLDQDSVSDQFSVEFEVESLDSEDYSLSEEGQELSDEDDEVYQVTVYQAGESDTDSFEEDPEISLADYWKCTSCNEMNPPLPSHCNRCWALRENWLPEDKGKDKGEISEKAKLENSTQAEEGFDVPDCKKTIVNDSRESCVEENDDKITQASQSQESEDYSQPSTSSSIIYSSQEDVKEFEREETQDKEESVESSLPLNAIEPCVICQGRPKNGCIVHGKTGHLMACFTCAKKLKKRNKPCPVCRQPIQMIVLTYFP
# * marks the source's active call; other numbers are inactive results; · = no result given. This is a subset, so the mix of outcomes need not match the whole.
SMILES,APJ agonist,EBI2 antag,APJ antag,CXCR6 block,CCR6 antag,tim23-1 inh,XBP1 UPR activ,UPR CHOP act,Mdm2 MdmX PPI
COc1cc(OC)c(OC)cc1CNCc1ccc2c(c1)OCO2,-2,-6,10,8,-7,-9,-2,0.8,12
Cc1cc(C)cc(NC(=O)COc2ccc3c(C)c(Cc4ccccc4)c(=O)oc3c2)c1,3,·,8,·,·,-3,-3,-0.5,20
COc1ccc(/C=N/N2CCOCC2)cc1Cn1nc(C)c([N+](=O)[O-])c1C,-5,4,12,-2,5,17,-3,0.7,8
CSc1cc(-c2ccco2)oc1C(=O)c1ccco1,1,-52,-1,10,16,13,0,-1.3,1
COc1ccc(CNc2nc3nc(C)c(Cl)c(C)n3n2)cc1,4,2,18,-7,1,28,1,5.2,-17
O=C(NCc1ccc2c(c1)OCO2)c1nc(Cn2cc([N+](=O)[O-])cn2)no1,1,0,-5,-1,15,17,-6,4.4,1
O=C(NC1CCCc2ccccc21)c1cn2ccccc2n1 (stereo unspecified),-1,-11,5,-1,4,6,5,1.2,2
O=C(O)C1C2C=CC(C2)C1C(=O)NCCCN1CCCC1=O (stereo unspecified),12,-1,2,5,-8,8,-8,2.7,18
Cc1ccc(C)c(C2=NNC(=O)CC2)c1,-2,-13,7,-8,1,13,-2,1.3,-12
CCNS(=O)(=O)c1ccc(CCC(=O)NCc2ccc3c(c2)OCO3)cc1,-4,0,-8,-8,1,8,-3,-0.3,7
O=C(CCn1c(=O)sc2ccccc21)NCCN1CCOCC1,-3,-8,14,2,3,0,0,2.3,-37
Cc1nn(-c2ccc(Cl)cc2Cl)c(C)c1C(=O)O,-2,-12,-5,13,-3,-6,-3,-0.4,24
COc1ccccc1NC(=O)CSc1n[nH]c(Cc2ccccc2)n1,-3,-11,9,3,-2,-2,-3,0.4,20
Cc1cccc(C(=O)NC(C(=O)Nc2ccccc2N2CCOCC2)C(C)C)c1 (stereo unspecified),-3,-8,12,2,7,-6,-2,0.8,9
CCOC(=O)C1=C(CC)Nc2ccccc2N=C1NC(=O)c1cccc(S(=O)(=O)N2CCOCC2)c1,-5,6,3,-2,18,21,-1,0.8,-19
O=C1CSC(c2cccnc2)N1Cc1ccc(Cl)c(Cl)c1 (stereo unspecified),-4,11,13,-4,10,0,-1,1.9,-8
Cc1cc(C(=O)CSc2nnc(-c3ccc(Cl)cc3)n2C)c(C)n1CC1CCCO1 (stereo unspecified),-4,16,13,5,-10,23,-4,-2.8,1
CCNC(=S)NNC(=O)c1nn(C)c(C)c1Cl,-1,-6,-8,-5,1,9,3,1.3,6
O=C(Cn1c(=O)oc2ccccc21)Nc1cccc(Cl)c1,-3,-8,-18,4,7,12,-4,0.3,3
Cc1ccc(N2CC(C(=O)N3CCC4(CC3)CC(=O)c3ccccc3O4)CC2=O)cc1C (stereo unspecified),-3,40,13,-1,13,13,0,3.8,16
Cc1ccccc1NC(=O)/C(C#N)=C\c1cccnc1,0,-31,-29,-12,-2,44,-4,0.5,-26
Cc1onc(-c2c(Cl)cccc2Cl)c1C(=O)Nc1ccc(N2CCOCC2)cc1,-1,-3,-8,1,4,20,-4,-2.2,11
O=C1C(C2=NC(c3ccccn3)C3C(=O)N(c4ccc(Cl)cc4Cl)C(=O)C23)=C(O)c2ccccc21 (stereo unspecified),-3,-15,5,2,22,-2,3,20,45
COc1ccc(C(=O)N2CCN(S(=O)(=O)c3ccccc3)CC2)c(OC)c1,-2,3,13,6,8,11,2,-0.2,8
COc1cnc(NS(=O)(=O)c2ccc(N)cc2)nc1,-3,7,-14,8,1,7,-3,1.0,-15
COc1ccc(CNCCCSc2ncccn2)c(OC)c1,-4,-12,4,1,8,-4,-3,0.7,-11
O=C(NCC1CCCO1)c1ccc(-c2ccccc2Cl)o1 (stereo unspecified),-6,1,1,1,8,16,2,4.3,-86
Cc1ccc(C)c(NC(=O)CN(C)C(=O)c2ccc(S(=O)(=O)N3CCCCCC3)cc2)c1,-3,-7,1,1,16,15,1,-0.9,5
COc1cccc(CNc2ncc(-c3ccccc3)n2C)c1,-5,0,14,10,7,-9,-5,0.5,-6
CCN(CC)C(=O)c1ccccc1NC(=O)CN1C(=O)c2ccccc2S1(=O)=O,1,5,4,-2,10,0,0,2.0,-13

# In another format: results already given
structure | APJ agonist | EBI2 antag | APJ antag | CXCR6 block | CCR6 antag | tim23-1 inh | XBP1 UPR activ | UPR CHOP act | Mdm2 MdmX PPI
Cc1ccccc1NC(=O)/C(C#N)=C\c1cccnc1 | 0 | -31 | -29 | -12 | -2 | 44 | -4 | 0.5 | -26
COc1cnc(NS(=O)(=O)c2ccc(N)cc2)nc1 | -3 | 7 | -14 | 8 | 1 | 7 | -3 | 1.0 | -15
COc1cccc(CNc2ncc(-c3ccccc3)n2C)c1 | -5 | 0 | 14 | 10 | 7 | -9 | -5 | 0.5 | -6

# Next records follow:
SMILES,APJ agonist,EBI2 antag,APJ antag,CXCR6 block,CCR6 antag,tim23-1 inh,XBP1 UPR activ,UPR CHOP act,Mdm2 MdmX PPI
CCN(CC)S(=O)(=O)c1ccc(C(C)NC(=O)C2CCCN2C(=O)c2cccs2)cc1 (stereo unspecified),2,-5,-1,-6,6,7,-1,0.6,7
CS(=O)(=O)N1CCC(NC(=O)Nc2ccc(OC(F)(F)F)cc2)CC1,-1,-2,-2,-23,4,0,0,1.8,-3
COc1ccccc1NC(=O)CSc1nnnn1-c1ccccc1OC,2,-16,-7,-8,2,27,-1,2.8,-23
COc1ccc(CCNC(=O)COC(=O)c2ncc(Cl)c(Cl)c2Cl)cc1OC,0,0,3,5,-11,12,0,-0.1,8
CC(Sc1ccc(S(=O)(=O)N(C)C)cn1)C(=O)NC1CCCC1 (stereo unspecified),-4,-6,-2,-15,8,8,0,0.1,22
CCCCc1nnc(NC(=O)c2ccc3[nH]c(=O)c(=O)[nH]c3c2)s1,0,-4,13,-3,11,-2,-9,2.2,2
O=C(Nc1ccc(-n2nncc2-c2ccco2)cc1)c1ccc(F)cc1,-6,10,0,-11,8,21,-2,1.5,5
COc1ccc(-c2cc(C(=O)O)c3sc(N4CCCCC4)nc3n2)cc1OC,-2,-14,-7,0,9,6,1,0.9,5
O=C(NCC(c1ccco1)N1CCCC1)c1ccc(Cl)c(S(=O)(=O)N2CCc3ccccc32)c1 (stereo unspecified),1,0,-3,-6,17,20,-4,4.3,46
CCOC(=O)c1c(C)n(C)c2ccc(OC)c(NC(=O)CN3CCC4(CC3)OCCO4)c12,-1,-9,15,1,2,3,2,0.4,-11
CC(C(=O)Nc1nc(-c2ccc(F)c(F)c2)cs1)N1C(=O)C2CC=CCC2C1=O (stereo unspecified),4,-15,-9,3,-11,45,-2,2.0,-12
Cc1cc(C)n2ncc(C(=O)Nc3cccc(O)c3)c2n1,-1,2,5,6,4,-6,1,0.2,21
CC1CCc2cc(F)ccc2N1C(=O)c1cc2nc(-c3ccco3)cc(C(F)(F)F)n2n1 (stereo unspecified),-2,8,13,0,23,5,0,-1.7,22
O=C(c1ccco1)N1CCN(c2ccc([N+](=O)[O-])cc2Cl)CC1,-2,-12,2,8,7,16,-1,0.4,-7
C=C(C)COc1ccc(-c2[nH]ncc2Oc2ccccc2OCC)c(O)c1,-2,-3,-15,4,-2,16,-2,0.8,31
CC(Sc1nnnn1-c1ccccc1)C(=O)NC1CCCC1 (stereo unspecified),-2,-3,-42,-3,4,15,-1,0.3,-6
COc1cc(S(=O)(=O)N2CCCCC2)ccc1NC(=O)c1ccccc1Cl,1,6,9,2,23,46,1,-0.2,-8
O=C(O)c1cc([N+](=O)[O-])ccc1NCCCc1ccccc1,-5,6,15,13,18,24,-5,0.4,28
CCOC(=O)N1CCN(Cc2ccccn2)CC1,-4,0,-9,-4,10,2,1,-1.4,-19
CCn1cc(CNC(=O)c2cc(-c3ccccc3OC)nc3ccccc23)c(C)n1,-6,1,5,0,-9,12,-4,-0.8,6
COC(=O)c1ccccc1NC(=O)c1noc2c1CC(C(C)(C)C)CC2 (stereo unspecified),-2,25,-34,-3,15,29,-1,-0.3,-20
Cc1nc(SCc2nc3ccc(F)cc3[nH]2)c2oc3ccccc3c2n1,-1,22,2,3,10,45,7,3.4,28
Cc1ccc(-c2noc(CN3CCN(C(c4ccccc4)c4ccccc4)CC3)n2)cc1,-2,28,7,10,6,24,-4,4.3,22
CCOCCOc1nc2c(c(=O)n(C)c(=O)n2C)n1Cc1ccc(C)cc1,-2,-9,-14,2,8,15,-4,1.1,23
CCn1cc(/C=C(\NC(=O)c2ccc(OC)c(OC)c2)C(=O)NCCCN2CCOCC2)c2ccccc21,0,-6,13,4,4,-2,-2,-2.4,1
Cc1[nH]n(-c2ccccc2)c(=O)c1C1(C(F)(F)F)C(=O)N(c2ccccc2)C2=C1C(=O)CC(C)(C)C2 (stereo unspecified),0,-2,26,-4,-7,13,-3,-0.8,-4
CCOC(=O)N1C2=NC(C(=O)OC)=C(C(=O)OC)[C@@H]3Nc4ccccc4[C@]23C[C@H]1C(=O)OC,-4,4,22,3,-3,6,0,-1.4,15
COc1ccc(C(=O)/C=C2\NCC3c4ccccc4CCN3C2=O)cc1 (stereo unspecified),-1,-9,-9,2,1,25,-1,-1.6,-20
COc1ccc(C2CC(c3cccs3)=NN2C(=O)CCC(=O)O)cc1 (stereo unspecified),-1,-1,20,-4,5,-21,-5,2.1,-18
CC[C@H](C)[C@H](NC(=O)OCc1ccccc1)C(=O)OCC(=O)N(C)CC(=O)Nc1ccccc1Cl,13,-1,-16,1,-3,27,-2,0.9,24
O=C(NCc1ccc(Cl)cc1Cl)C1CC(=O)N(Cc2ccccc2)C1 (stereo unspecified),-1,5,3,7,11,22,1,-0.2,0
C[C@@H](CSc1ccc(Br)cc1)CN1CC[C@H](O)CCC1=O,-1,0,0,7,-1,18,0,1.1,6
Cc1cc(C)nc(N2C(=O)CC(C(C)c3ccccc3)C2=O)n1 (stereo unspecified),-4,-8,7,3,-1,1,-3,-0.2,-7
CC1CN(C(=O)c2ccc(NS(=O)(=O)c3ccc(C(C)(C)C)cc3)cc2)CC(C)O1 (stereo unspecified),4,3,2,2,6,8,-7,-2.7,18
COc1ccc(C(=O)Nc2cc(C(=O)NCCc3ccccc3)ccc2Cl)cc1,-2,1,21,8,9,38,5,5.6,-12
COCCNC(=O)c1nc2c(nnn2Cc2cc(C)ccc2C)c(=O)[nH]1,3,-2,14,-8,3,-4,-2,1.6,-19
COc1ccc([N+](=O)[O-])cc1NC(=O)C(C)NNC(=O)c1cccc([N+](=O)[O-])c1 (stereo unspecified),2,1,-7,-3,7,-14,1,-0.8,35
Cc1cc(C)n(CCn2nc(C)cc2C)n1,-4,4,15,4,8,-3,-2,-0.3,5
O=C(NCCO)c1ccc(Cl)c(Cl)c1,1,8,1,2,-14,15,0,-0.3,-22

# Screening results as filed in PubChem.
